KDM4E inh: JMJD2E (human) inhibition; Potency, µM (doses to about 57.1 µM), for inactives: at the top dose activity change, negative = inhibition, actives largely listed as inhibitors; B2RXH2; AID 2147; 230,000 tested, 1.6% active; JMJD2E catalytic domain, FDH-coupled NADH fluorescence (FDH is formaldehyde dehydrogenase); active = well fitted inhibition curve with a large enough effect, not every such curve was filed as active; inconclusive = small, poorly fitted or top-dose-only effect, or another doubt; inactive = no such curve, though single readings can be large or run the other way;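 note: 0% = wells with enzyme and -100% = buffer wells without enzyme; nearly all actives have a fitted effect of over 50% in size; many of its hits are not listed in these tables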
LMNA splice mod: LMNA splicing modulation | HeLa LMNA splicing GFP/RFP minigene ratio, 48 h | AID 1487 | Potency, µM (highest dose often 46.1 µM), for inactives: at the highest dose ratio change, negative = inhibition, actives largely listed as inhibitors | 200,000 tested, 0.01% active; active = well fitted inhibition curve with a large enough effect in the signal ratio, with a control signal flat, not every such curve was filed as active; inconclusive = small, poorly fitted or top-dose-only effect, or effect the other way, or a change in a side signal; the % refers to the signal ratio; note: % is set by controls: 0 for no effect and ±100 for the full control effect
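Read-out is the ratio of GFP to DsRed2 object intensity, acquired by 488 nm laser-scanning cytometry on HeLa lamin A-EGFP minigene reporter cells. Compound incubation 48 hrs at 37 °C in Opti-MEM with 2% FBS; DMSO 0.5% final.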
TRb-SRC2 inh: disrupts binding of human TR beta to SRC2; 280,000 tested, 0.065% active; Potency, µM (titrated, usually from 106 µM), for the others: at the highest dose activity change, negative = inhibition, actives largely listed as inhibitors; AID 1469; TRbeta-SRC2 peptide binding, fluorescence polarization; receptor liganded with 1 µM T3;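 note: plate controls were bound peptide for no effect and peptide without receptor for full effect; nearly all actives have a fitted effect of over 50% in size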
Target sequence (P10828 whole entry, looked up): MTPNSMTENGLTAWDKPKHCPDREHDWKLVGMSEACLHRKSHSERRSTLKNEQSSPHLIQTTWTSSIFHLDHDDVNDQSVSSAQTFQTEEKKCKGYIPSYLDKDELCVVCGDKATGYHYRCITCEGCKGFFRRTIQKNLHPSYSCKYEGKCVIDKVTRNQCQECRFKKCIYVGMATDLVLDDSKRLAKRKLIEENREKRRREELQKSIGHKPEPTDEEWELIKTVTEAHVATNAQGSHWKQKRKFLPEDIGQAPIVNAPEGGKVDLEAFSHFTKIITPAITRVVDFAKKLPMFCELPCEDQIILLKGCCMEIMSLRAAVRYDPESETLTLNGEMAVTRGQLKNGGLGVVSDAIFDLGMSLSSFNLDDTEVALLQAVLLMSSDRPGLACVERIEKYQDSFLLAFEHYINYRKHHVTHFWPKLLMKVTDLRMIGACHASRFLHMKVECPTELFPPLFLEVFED
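TRb LBD 0.6 uM + Texas Red SRC2 peptide 20 nM, 1 uM T3, Tris buffer w/ 5% DMSO; compound pinned, 5 h RT; FP read ex 555/em 632; normalized to unbound and bound controls.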
TR SRC2 fluor cs: alters Texas Red total fluorescence, flagging assay interference | 280,000 tested, 0.29% active | TRb/SRC2 Texas Red total fluorescence interference | Potency, µM (doses to about 106 µM), for inactives: at the highest dose fluorescence change, negative = quenching | AID 1479; active = well fitted curve in either direction with a large enough effect; inconclusive = small, poorly fitted or top-dose-only effect; note: % is set by controls: 0 for no effect and ±100 for the full control effect
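Human TRβ ligand-binding domain (0.6 uM) and Texas Red SRC2 peptide (20 nM) in Tris buffer with 1 uM T3 and 5% DMSO were incubated with pinned compound for 5 hr at ambient temperature. Total fluorescence was computed as S + 2P (555/632 nm).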
ALDH1A1 block: inhibitors of human aldehyde dehydrogenase 1A1; P00352; Purified ALDH1A1, NADH fluorescence, propionaldehyde substrate; Potency, µM (top dose mostly 75.3 µM), inactives show at the highest dose activity, negative = inhibition, actives largely listed as inhibitors; 220,000 tested, 7.3% active; AID 1030; active = well fitted inhibition curve with a large enough effect, not every such curve was filed as active; inconclusive = small, poorly fitted or top-dose-only effect, or another doubt; inactive = no such curve, though single readings can be large or run the other way;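 note: plate controls were no enzyme wells and a reference inhibitor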
RGS12 GoLoco inh: inhibitors of human Gai1-RGS12 GoLoco interaction (red fluorophore); Gai1:RGS12 GoLoco peptide FP, rhodamine, 10 min; Potency, µM (top dose mostly 61.6 µM), for inactives: at the top dose activity, negative = inhibition, hits mostly inhibitors; 230,000 tested, 0.44% active; AID 880; active = well fitted inhibition curve with a large enough effect, not every such curve was filed as active; inactive = no such curve, though single readings can be large or run the other way; note: % is set by controls: 0 for no effect and ±100 for the full control effect; nearly all actives have a fitted effect of over 30% in size; many of its hits are not listed in these tables
Target sequence (P63096 whole entry, looked up): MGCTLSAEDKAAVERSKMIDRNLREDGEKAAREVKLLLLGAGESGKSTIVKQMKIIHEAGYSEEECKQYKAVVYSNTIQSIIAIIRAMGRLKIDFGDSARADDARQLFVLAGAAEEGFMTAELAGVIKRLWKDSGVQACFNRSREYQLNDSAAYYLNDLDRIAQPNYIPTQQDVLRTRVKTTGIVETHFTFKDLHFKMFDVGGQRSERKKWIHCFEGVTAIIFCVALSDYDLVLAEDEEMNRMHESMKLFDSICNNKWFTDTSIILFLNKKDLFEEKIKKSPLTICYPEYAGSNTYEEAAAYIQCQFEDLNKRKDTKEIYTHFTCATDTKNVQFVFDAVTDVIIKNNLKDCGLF
RECQ1 helicase: RECQ1 (human) helicase inhibition | P46063 | RECQ1 DNA unwinding, red fluorescence kinetic read | Potency, µM (top dose mostly 57.3 µM), inactives show at the highest dose activity, negative = inhibition, hits mostly inhibitors | 240,000 tested, 0.54% active | AID 2549;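 note: plate controls were vehicle for no effect and no enzyme for full effect; nearly all actives have a fitted effect of over 30% in size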
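50 nM RECQ1T1 preincubated 15 min with compound in Tris pH 8.0 buffer with MgCl2, DTT, Tween-20 and 2.5 ug/ml poly(dI-dC); started with 200 nM TAMRA/BHQ-2 forked duplex and 2 mM ATP. Unwinding read as fluorescence (525/598 nm), two reads 2 h apart.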
SMN2 splice enh: SMN2 splice variant enhancement. 210,000 tested, 2.8% active. AID 1458. Potency, µM (highest dose often 46.1 µM), for the others: top-dose activity change, positive = activation, most hits filed as activators. HEK293 SMN2-luciferase splicing reporter, luminescence, 30-36 h; note: % of control where 0% means no effect; nearly all actives have a fitted effect of over 55% in size
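HEK293 cells carry an SMN2 minigene-luciferase reporter in which exon 7 inclusion puts luciferase in frame. Cells were seeded at 2000 cells/well, attached for 10-12 hours, then exposed to compounds for 30-36 hours at 37C before ONE-Glo luminescence.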
An asterisk follows results filed as active; i = inactive; ? = inconclusive; . = not tested or not shown; & = joins results of further samples; [ ] = dose if it differs, or a comment. Unless noted, calls come from the whole dose curve; as a rule, active = well fitted curve in the direction sought with a large enough effect; inconclusive = small, poorly fitted or top-dose-only effect, or another doubt; inactive = no such curve, though single readings can be large; an effect the other way counts as inactive or inconclusive. Potency is the fitted concentration of half-maximal effect. These rows are one share of the data; count on the stated rates, not on these rows.

mol	KDM4E inh	LMNA splice mod	TRb-SRC2 inh	TR SRC2 fluor cs	ALDH1A1 block	RGS12 GoLoco inh	RECQ1 helicase	SMN2 splice enh
COC(=O)CSc1nnc(SCc2ccc(OC)cc2)s1	3%	4%	-9%	2%	-3%	5%	-8%	1%
CCOc1ccc2nc(NC(=O)c3cc([N+](=O)[O-])ccc3N3CCOCC3)sc2c1	-1%	?	-4%[53 µM]	-1%[53 µM]	?	-2%	2%	-58%[inhibitor]
CCOC(=O)C1=C(N)Oc2cc(O)ccc2C1c1cccnc1 (configuration not stated)	-4%	?	-4%	-3%	0%	3%	-9%	-15%
CCN(CC)S(=O)(=O)c1ccc(-c2nnc(SCc3nnc(-c4ccc(C)cc4)o3)n2CC)cc1	8%	-20%	5%	1%	?	7%	-4%	-22%
C=CCn1c(SC(C)C(=O)NCCC2=CCCCC2)nc2ccccc2c1=O (configuration not stated)	4%	2%	2%	-2%	6%	3%	-2%	-19%
CCn1cc(C(=O)NC2CCCCC2C)c(=O)c2ccc(C)nc21 (configuration not stated)	0%	18%	-8%	0%	?	-4%	-3%	-15%
CN(C)c1cccc(C(=O)NCC2CCCO2)c1 (configuration not stated)	?	-3%	-3%	-2%	?	-22%	0%	28µM*
O=C(CN1CCOCC1)NCc1ccccc1	-3%	-5%	-7%	1%	-6%	3%	i	18%
Cn1c(=O)c2c(nc(CN3CCN(c4ccccc4)CC3)n2Cc2ccccc2F)n(C)c1=O	3%	?	-7%	-3%	?	-2%	i	-5%
CNC(=S)N=Nc1c(O)[nH]c2ccc(C(C)C)cc12	6%	-17%	2%	-4%	?	.	-7%	.
Cc1ccc(SCC(=O)NCc2ccncc2)cc1	4%	?	-3%	4%	2%	-6%	-9%	-20%
CCOc1ccccc1NC(=S)N1CCN(c2nc(-c3ccc(F)cc3)cs2)CC1	5%	?	-6%	0%	0%	15%	i	-41%[inhibitor]
Cc1cccc(N2CCN(CC(=O)NCC3CCCCC3)CC2)c1C	-28%	?	5%	-2%	-6%	-7%	-1%	-13%
O=[N+]([O-])c1cc(C(F)(F)F)ccc1N1CCC(O)CC1	6%	.	-6%	-8%	11µM*	7%	i	.
CCCCCCCCCCCC(=O)NC(C(=O)O)C(O)c1ccccc1 (configuration not stated)	6%	.	2%	-3%	-12%	-16%	11%	.
CC(=O)Oc1ccc(Nc2ccccc2)cc1	13%	?	-6%	-5%	?	16%	0%	-9%
Cc1ccc(Cl)cc1N1CCN(C(=O)Cc2ccc(-n3c(=O)[nH]c4ccsc4c3=O)cc2)CC1	-6%	-4%	2%	-3%	18%	4%	?	-15%
CCCCOc1ccc(C(C)NC(=O)CCS(=O)(=O)Cc2ccc(C)cc2)cc1 (configuration not stated)	-7%	-11%	1%	-7%	5%	-2%	-5%	-28%
O=C(CSc1nnc(-c2ccccc2)o1)NC1CCCCC1	-1%	6%	7%	0%	1%	-3%	-3%	6%
COc1ccc(C2CC(=O)C3=C(C2)NC(C)=C(C(=O)Nc2ccccc2C)C3c2coc3ccc(C)cc3c2=O)cc1OC (configuration not stated)	-11%	-10%	.	.	?	41%[activator]	-28%	17%
Cc1cc(C)n(C(=O)c2ccc(C)o2)n1	9%	4%	0%	4%	?	-14%	-5%	-7%
CCCN(CCC)c1ncnc2c1cnn2-c1ccc(OC)cc1	?	-9%	2%	-2%	?	-3%	i	?
CCCCNc1nc2c(S(=O)(=O)c3ccccc3)nnn2c2ccccc12	?	.	-2%	-1%	?	6%	1%	14%
CCOC(=O)Cc1csc(NC(=O)CSc2ncnc3c2cnn3-c2ccc(OC)cc2)n1	-17%	?	-9%	-1%	?	24%	1%	-19%
CC(NC(=O)Nc1ccccc1O)(C(F)(F)F)C(F)(F)F	-29%	?	-7%	-5%	-8%	-2%	-3%	-18%
Cc1[nH]n(-c2ccc([N+](=O)[O-])cc2)c(=O)c1C=NCCN1CCN(C(=O)c2ccccc2)CC1	2%	2%	0%	-1%	-10%	0%	-7%	3%
O=C(Nc1cccc(F)c1)N1CC[C@@]2(CCCN(C(=O)c3cccc(F)c3)C2)C1	.	.	.	.	8%	-6%	-2%	-3%
CC(C)C(=O)Nc1ccc(C(=O)Nc2ccc(Br)cc2F)cc1	?	.	-1%	-2%	3%	-7%	i	-26%
CCOC(=O)C1CCCN(C(=O)c2ccc(CS(=O)(=O)c3ccc(Br)cc3)o2)C1 (configuration not stated)	1%	-9%	-13%	-2%	-6%	0%	-3%	-8%
CCCC(=O)N(Cc1cc2cccc(C)c2[nH]c1=O)c1ccccc1OC	-21%	-7%	1%	-2%	?	3%	i	11%
Cn1c(=O)n(C)c2cc(S(=O)(=O)N3CCN(c4ccccc4)CC3)ccc21	4%	.	0%	1%	7%	11%	6%	.
CC(NC(=O)COC(=O)Cc1ccsc1)C1CC2CCC1C2 (configuration not stated)	-1%	7%	0%	2%	-2%	4%	-6%	-15%
Cc1[nH]c(=O)c(C#N)c2c1COC(C)(C)C2	?	-4%[46 µM]	1%	-4%	?	6%	i	9%
Oc1cccc(C(=S)N2CCCCC2)c1	-4%	.	-6%	-1%	11µM*	5%	0%	-3%
COc1ccc(/C=N/NC(=O)CCn2cnc(-c3ccccc3)c2-c2ccccc2)cc1OC	-7%	?	-1%	9%	28µM*	7%	-3%	-32%[inhibitor]
COc1cc(SC)ccc1C(=O)NC1CCCCC1	-1%	3%	3%	0%	?	-43%	2%	-1%
COc1ccc(C(=O)Cn2nnc(-c3ccc(N4CCOCC4)cc3)n2)cc1OC	-30%	?	5%	-3%	7%	8%	-3%	-30%
CCOC(=O)c1nnn(-c2nonc2-c2ccccc2)c1C	-6%	17%	-12%	-2%	-9%	3%	-5%	-7%
NC(=O)N=Nc1c2[nH]c3ccccc3nc-2c2ccccc12	12%	.	9%	-27%	.	-2%	-10%	.
CCCCNC(=O)CCSc1ccc(C)cc1	2%	7%	7%	-1%	-6%	0%	-3%	-5%
Cc1cc(C)n2c(Br)c(CSc3nc4ccccc4o3)nc2n1	?	?	-3%	1%	?	10%	?	21%
CCOc1ccc(/C=N/OCC(=O)NCc2ccco2)cc1	-3%	-2%[9.22 µM]	-6%	-3%	-8%	-7%	-2%	-5%
O=C(CCC1N=C2c3ccccc3N=C(SCC(=O)NCc3ccco3)N2C1=O)NCc1ccco1 (configuration not stated)	?	19%[46 µM]	1%	-5%	?	-8%	-8%	-18%
Cc1ccc(C(=O)N2CC(=O)Nc3ccc(F)cc3C2c2ccc(F)cc2)cc1[N+](=O)[O-] (configuration not stated)	3%	-18%	-3%	-2%	5%	4%	1%	13%
O=C(CCCn1nnc2ccccc2c1=O)N[C@H](C(=O)O)c1ccccc1	2%	.	1%	1%	-6%	-4%	i	.
COc1cc(Br)cc(CNc2ccc(F)c([N+](=O)[O-])c2)c1O	1%	.	1%	0%	?	12%	i	-4%
COC(=O)c1ccc(NC(=O)CN2C(=O)C3C4C=CC(C4)C3C2=O)cc1 (configuration not stated)	-2%	5%	-4%	-4%	3%	-4%	1%	-1%
CCn1c(C)nc2cc(S(=O)(=O)C(F)(F)F)ccc21	2%	?	-4%	-3%	5%	-2%	-10%	-44%[inhibitor]
N#CC1=C(N)OC2=C(CCC/C2=C/c2ccoc2)C1c1ccoc1 (configuration not stated)	25µM*	2%	1%	6%	?	42%[activator]	22µM*	-22%
COC(=O)CSc1nc(SCc2ccc(C)cc2)nc2c1CCCC2	-4%	-13%	-2%	-2%	-1%	1%	-23%	2%
Cc1cc(NC(=O)c2ccccc2Cl)n(C(C)(C)C)n1	-1%	3%[46 µM]	-2%	-4%	1%	4%	i	.
Cc1ccnc(NC(c2cccnc2)c2ccc3cccnc3c2O)c1 (configuration not stated)	5.6µM*	.	-7%	-1%	10µM*	9%	-1%	1%
CCOC(=O)Cc1csc(NS(=O)(=O)c2ccc(Cl)cc2)n1	5%	-17%	-4%	1%	6%	4%	-5%	-7%[1.84 µM]
Cc1cc(C)nc(SCC(=O)Nc2ncc(C(F)(F)F)cc2Cl)n1	-12%	-9%	-6%	4%	10%	3%	-10%	2%
COc1ccc(CNC(=O)Nc2cccc(C(F)(F)F)c2)cc1OC	-1%	?	8%	-4%	1%	2%	14%	-52%[inhibitor]
CCC(C)NC(=O)CSc1nc2ccc(N3CCOCC3)cc2c(=O)n1CCc1ccccc1 (configuration not stated)	?	9%	-28%	1%	?	8%	-20%	?
CC(=O)C1(C)N(O)C(C)(C)C(c2ccco2)=[N+]1[O-] (configuration not stated)	2%	3%	8%	2%	0%	2%	i	-13%
Cc1ccc(CNC(=O)CSc2nc3n[nH]c(C)c3c(=N)n2-c2cccc(C)c2)cc1	?	?	-11%&2%	4%&0%	1%	1%	-10%	-20%
CCCn1c(SCC(=O)N2CCc3ccccc32)nnc1-c1ccncc1	-6%	15%	8%	-5%	-2%	2%	-1%	-18%
C#CCOCCOCCOCCNc1nc(N2CCN(C(=O)[C@H](CCC(=O)O)n3cc(C(N)CO)nn3)CC2)nc(N2CCN(C(=O)[C@H](CCCCN)n3cc(C(N)CC(C)C)nn3)CC2)n1 (some centres not stated)	-4%	.	6%	-1%	.	2%	-4%	.
